Source: PubChem (several laboratories)
Shn3 3UTR inh: reduction of Shn3 3'UTR firefly luciferase signal, primary screen, Schnurri-3 inhibitor project, cell-based, Clone20 osteoblasts, set 2. Clone20 osteoblast Shn3 3'UTR firefly luciferase, 24 h. inhibition, % at 12.5 µM. hit rate 0.52% among 360,000. AID 588674, 2011;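 active means mean inhibition of at least 75% with every replicate also reaching 75%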;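 further: 0% = median of neutral control wells and 100% = pilot-screen positive control compound; some compounds past the cut are filed as inactive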
KKLEB cytotox: cytotoxicity in KKLEB CF airway cells, primary screen, cytotoxicity control for CF NF-kB inhibitor project, cell-based, uHTS, fluorescence assay plates | KKLEB CF airway cells viability, ATPlite luminescence, overnight; hits give low values; cells stimulated with P. aeruginosa culture filtrate | activity change (cytotoxicity), % at 5 µM | hit rate 0.36% among 360,000 | AID 602141, 2011;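 active means corrected activity change at or below -50% at 5 µM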
TWEAK-Fn14 inh: inhibitors of TWEAK-Fn14 signaling, primary screen, luciferase reporter cells, uHTS. inhibition, % at 10 µM. hit rate 2% among 360,000. AID 1159606, 2016. TWEAK-stimulated Fn14 reporter cells, luciferase luminescence, 8 h; in the data active means inhibition above about 50%
NR2E3 ag-1: NR2E3 agonists in two-hybrid cells, primary screen, cell-based, luminescence, CHO-S, Gal4-NCOR/VP16-NR2E3; inhibition of corepressor binding, % at 3.98 µM; luciferase; hit rate 0.35% among 360,000; Photoreceptor-specific nuclear receptor (Homo sapiens), Q9Y5X4; AID 602229, 2012;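 active means inhibition above the mean of all tested compounds plus 3 SD, cut at about 70% in these data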;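 further: 0% = DMSO with NR2E3 transfected cells and 100% = cells lacking NR2E3 construct; higher means lower luciferase signal from less NR2E3 corepressor binding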
Target sequence (Q9Y5X4 whole entry, looked up, the tested form may be a part): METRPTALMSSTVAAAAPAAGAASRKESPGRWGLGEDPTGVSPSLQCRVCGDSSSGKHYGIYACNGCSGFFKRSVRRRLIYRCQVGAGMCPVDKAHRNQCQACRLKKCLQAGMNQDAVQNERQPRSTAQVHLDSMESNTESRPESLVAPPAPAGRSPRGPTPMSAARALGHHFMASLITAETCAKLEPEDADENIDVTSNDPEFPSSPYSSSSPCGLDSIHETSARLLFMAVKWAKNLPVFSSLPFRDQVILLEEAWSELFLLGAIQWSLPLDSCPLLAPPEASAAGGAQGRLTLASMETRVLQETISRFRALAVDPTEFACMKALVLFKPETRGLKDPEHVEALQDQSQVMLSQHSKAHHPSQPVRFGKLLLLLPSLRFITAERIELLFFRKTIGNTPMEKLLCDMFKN
Peg3 promoter: Peg3 promoter-driven luciferase inhibitors, primary screen, cell-based, HeLa, luciferase luminescence; hit rate 1.7% among 360,000; inhibition, % at 20 µM; HeLa PEG-Prom luciferase reporter, overnight;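 active means inhibition of at least 50% at 20 µM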
NR2E3 ag-2: inhibitors of NR2E3-RetCOR corepressor binding, primary screen, NR2E3 agonist project, biochemical, TR-FRET, GST-NR2E3, biotin-RetCOR | Photoreceptor-specific nuclear receptor (Homo sapiens), Q9Y5X4 | 1536-well | inhibition of corepressor binding, % at 4.78 µM | hit rate 0.12% among 320,000 | AID 2300, 2010;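 active means percent inhibition above the cutoff of mean plus 3 SD of all tested compounds, set per screening campaign, cut at about 20% in these data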;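 further: 0% = DMSO wells and 100% = biotin wells as full block of FRET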
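Format: 1536-well format; test system: GST-NR2E3 and biotin-RetCOR proteins; read-out basis: percent inhibition of TR-FRET ratio; timing: 5 h incubation at 4 °C; detection: time-resolved FRET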
CF NFkB block: inhibitors of PAF-induced NF-kB signaling, primary screen, cell-based, GFP fluorescence, uHTS; hit rate 0.86% among 360,000; inhibition, % at 5 µM; KKLEB NF-kB-GFP reporter, GFP fluorescence overnight;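 active means at least 50% inhibition at 5 µM, scaled per plate between neutral and stimulator controls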;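 further: PAF is a Pseudomonas aeruginosa culture filtrate used as stimulus; plate controls were PAF-stimulated DMSO wells for no effect and unstimulated DMSO wells for full effect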
aDG glyco act: activators of alpha-DG glycosylation, primary screen, uHTS, Pro5-aDG cells, AlphaScreen. alpha-DG glycosylation AlphaScreen (IIH6); 0% Pro5, 100% B10-LARGE cell signal. activation, % at 10 µM. hit rate 0.22% among 360,000. AID 624168, 2012;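 active means activation of at least 8% versus controls, or a plate z-score of at least 8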;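 further: Pro5 are CHO cells carrying HIG-tagged alpha-DG that lacks glycosylation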
TRPM1 prom inh: inhibitors of MITF-dependent TRPM1 promoter reporter, primary screen, cell-based, SK-MEL-5, single point, luciferase; SK-MEL-5 TRPM1 promoter luciferase, 24 h; inhibition, % at 12.5 µM; hit rate 0.83% among 330,000; AID 488899, 2010;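 active means mean inhibition across replicates of 60% or more, whatever share of single replicates reaches that level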; further: values of inactives mirror those of a sister screen read the other way
hiPSC survival: enhancers of single-cell hiPSC survival, primary screen, ATPlite luminescence | 100% = ROCK inhibitor wells, 0% = DMSO | survival enhancement, % at 20 µM | hit rate 0.044% among 360,000 | AID 602274, 2012; in the data active means survival enhancement above about 18%;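 further: cells exposed to compounds for 16 hours before the ATP read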
HIF-2a block: HIF-2a reporter inhibitors, primary screen, luminescence, 786-0 RCC cells | inhibition, % at 18.8 µM | 786-0 RCC cells HIF-2a reporter, luciferase luminescence, overnight | AID 624352, 2012 | hit rate 0.72% among 360,000;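 active means inhibition of the luminescence signal of 40% or more relative to plate controls, in a single-dose primary screen at 18.75 µM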
The depositor's hits bear a star; . = no result given.

canonical_smiles,Shn3 3UTR inh,KKLEB cytotox,TWEAK-Fn14 inh,NR2E3 ag-1,Peg3 promoter,NR2E3 ag-2,CF NFkB block,aDG glyco act,TRPM1 prom inh,hiPSC survival,HIF-2a block
COc1ccc(S(=O)(=O)NNC(=O)c2ccc(-n3c(C)ccc3C)cc2)cc1,-24,1,24,8,-7,2,-6,0.0,0,0.0,12
Cc1cc(=O)n2c3ccccc3n(CC(O)CN3CCN(Cc4ccccc4)CC3)c2c1C#N (centres undefined),3,5,11,5,29,0,-23,-0.3,-9,0.0,8
COc1ccc(OC)c(NC(=O)CN2CCN(C(=O)c3ccco3)CC2)c1,3,-3,-3,-16,12,-2,0,0.7,5,-1.5,11
COc1ccc(OCc2cc(C(=O)N3CCC(OC)CC3)no2)c2ccccc12,-82,13,-18,-116,-238,4,12,-0.2,-29,-0.4,-194
COc1ccc(CCNC(=O)CCc2cn(C)c3ccccc23)c(OC)c1,11,5,-12,-31,28,0,5,0.3,17,-0.7,18
NS(=O)(=O)c1ccc(Nc2nc(-c3cccnc3)cs2)cc1,-3,7,24,-16,6,.,24,-0.1,-12,0.1,-6
Cn1ccnc1SCC(=O)Nc1ccc(F)c([N+](=O)[O-])c1,9,-2,-4,-17,-11,-3,1,0.8,-8,-0.1,3
COCCn1c(SCC(=O)NC(C)c2ccccc2)nc2ccccc21 (centres undefined),-8,0,16,2,13,7,10,-0.1,-7,-0.2,10
CCN(C(=O)COC(=O)c1c(C)nn(-c2ccccc2)c1C)C1CCS(=O)(=O)C1 (centres undefined),-32,4,-19,-57,-87,2,7,-0.3,-28,-0.7,-99
COC(=O)c1ccccc1NC(=O)c1c(Br)cnn1C,-12,-3,16,-11,8,-3,-21,0.1,8,3.3,10
O=C1N=c2ccccc2=C1c1sc(=S)n(CC2CCCO2)c1O (centres undefined),-17,0,31,-12,18,-1,-2,0.9,26,0.9,5
CCOc1ccc(S(=O)(=O)N2CN3CCN(C3)C2)cc1,-3,-5,6,-13,4,-1,0,-0.1,3,-0.1,9
Cc1cccn2c(=O)c3cc(C(=O)NC4CCS(=O)(=O)C4)n(Cc4ccccc4)c3nc12 (centres undefined),-4,-4,-5,1,8,5,-24,1.5,3,-0.2,2
CC(C)NC(=O)c1nc2c(nnn2Cc2cccc(Cl)c2)c(=O)[nH]1,-2,5,3,-24,18,2,6,-0.1,-2,-0.7,16
CCNC(=O)NC(=O)C(C)OC(=O)c1oc2ccccc2c1CSC1CCCCC1 (centres undefined),33,1,-1,-3,25,4,4,0.1,-1,-0.9,9
COc1cc(OC)c(NC(=O)CS(=O)(=O)Cc2nc(-c3ccc(C)cc3)oc2C)cc1Cl,4,17,26,-27,8,1,-9,0.0,5,11,1
Cc1ccc(CNC(=O)C2CCN(c3nnc(N4CCCC4=O)s3)CC2)cc1,14,12,-1,1,23,7,-4,7.3,-3,2.4,-1
COc1cccc(NC(=O)CSc2nnc(Cc3ccc(OC)c(OC)c3)o2)c1,20,-2,15,-20,7,2,1,-0.1,.,1.3,9
COc1ccc(C2CC(=O)C3=C(C2)Nc2ccccc2NC3c2coc3ccccc3c2=O)cc1OC (centres undefined),33,6,-29,15,19,2,18,0.2,-11,-0.3,2
Cc1ccc(S(=O)(=O)NCCN2CCOCC2)c(C)c1,-14,9,3,-20,4,-2,1,-0.1,13,0.4,12
O=C(Cc1n[nH]c(=O)[nH]c1=O)N/N=C/c1c(O)ccc2ccccc12,-23,3,8,-16,18,-2,-5,-0.4,-13,0.8,18
Cc1nn2cc(-c3ncc(C(F)(F)F)cc3Cl)cnc2c1Br,-9,0,51*,-99,-67,2,3,-0.5,-19,0.8,-57
O=C(NCCc1ccccn1)c1cc(-c2ccc(Cl)cc2)nc2ccccc12,-29,-1,0,-20,7,3,-28,-0.2,3,-0.5,-12
COc1ccc(C(C)=O)cc1COC(=O)CNC(=O)C1CCCCC1,7,-9,33,-19,3,.,10,9.1*,-8,2.1,7
NS(=O)(=O)c1ccc(NC(=O)/C=C/c2ccccc2[N+](=O)[O-])cc1,-2,20,12,0,3,13,-3,-0.2,28,-1.9,11
COc1ccc(C(=O)Nc2ccc(SC(F)F)cc2)cc1,-43,1,2,-123,-238,-1,9,0.4,-36,-0.9,-204
COc1cc(OC)cc(-n2nnnc2SCC(=O)NCc2cccs2)c1,0,5,-2,-3,20,0,8,0.3,9,-0.1,11
C[C@H](NC(=O)c1nc[nH]c1C(=O)NC[C@@H](C)O)c1ccccc1,-14,4,4,-11,-11,.,-17,-0.1,.,1.5,-3
Cc1cc(C(=O)OCC(=O)NC2CCS(=O)(=O)C2)c(C)n1-c1ccccc1 (centres undefined),10,-5,11,8,-2,1,12,0.3,1,-0.2,8
CC1CCc2nc(NC(=O)C3COc4ccccc4O3)sc2C1 (centres undefined),32,-17,96*,-8,-13,3,-24,0.0,31,-1.6,-1
O=C(Nc1ccc(F)cc1)Nc1nnc(-c2ccco2)s1,-78,2,-15,-75,-189,0,15,0.1,-81,-0.6,-277
Cc1cccc(NC(=O)CSc2nc(N)c(NC(=O)c3cccs3)c(=O)[nH]2)c1,2,-4,-18,-6,-4,5,9,0.0,.,0.9,1
CC(O)CNc1nc2c(c(=O)n(C)c(=O)n2C)n1C/C=C/c1ccccc1 (centres undefined),54,5,3,9,45,-2,-11,-0.1,3,-2.5,23
O=C(O)c1cc2c(o1)CCC/C2=N\O,7,-1,-4,-25,13,6,8,0.0,-21,-0.8,4
CCOC(=O)NCc1ccc(S(=O)(=O)Nc2ccccc2C)cc1,14,3,-1,-14,11,1,16,0.1,6,-0.8,8
Brc1ccc(-c2nn[nH]n2)cc1,3,-7,5,-25,-3,1,-8,-0.1,2,0.1,8
CC(C)(C)NC(=O)Nc1cccc(Cl)c1Cl,4,8,15,-17,3,3,-10,0.5,-3,3.6,11
Cc1cc2oc(C(=O)N(Cc3ccco3)C3CCS(=O)(=O)C3)cc(=O)c2cc1Cl (centres undefined),4,-2,-4,-3,10,0,-4,-0.1,-2,4.7,4
CCc1ccc(CN(C)C(=O)c2cc(S(=O)(=O)N3CCN(CC)CC3)ccc2Cl)cc1,16,7,-16,8,9,-1,-14,-0.1,13,-0.1,-4
CN(CC(=O)Nc1ccccc1Cl)C(=O)CN1C(=O)C2CCCCC2C1=O (centres undefined),3,6,3,20,-17,2,2,0.1,3,-0.5,16
O=C(CSc1nnnn1-c1ccc(Cl)cc1)Nc1cccnc1Cl,13,-3,0,-5,8,-2,10,0.6,10,-2.2,12
O=S(=O)(NCCc1cn2ccccc2n1)c1cccs1,-19,-5,-6,-10,-45,1,14,0.0,-14,-3.0,-35
Cc1ccc(CNC(=O)CSc2c3c(nc4ccc(Cl)cc24)CCCC3)o1,84*,-16,-8,17,26,8,32,0.4,16,2.1,24
COc1ccc(-c2cc(C(F)(F)F)c(C#N)c(SCC(=O)Nc3ccc(C)cc3)n2)cc1,7,1,-13,-13,-7,2,2,0.3,18,4.4,-2
COc1cccc(N2CCN(C(=O)c3ccc(N4C(=O)NC5CC4(C)Oc4ccccc45)cc3)CC2)c1 (centres undefined),0,0,13,-19,23,0,3,0.4,-5,2.2,16
COC(=O)C1=C(CSc2nncn2C)NC(=O)NC1c1cc(C)ccc1C (centres undefined),-5,-4,-8,-44,10,-3,-4,-0.2,-8,-0.1,14
CCC(C)OC(=O)c1[nH]c2c(c1C)C(=O)CC(c1ccc(N(C)C)cc1)C2 (centres undefined),10,5,21,-67,-169,1,-8,0.0,-61,-1.4,-180
O=C(c1cc2ccccc2o1)N1CCC(N2CCC(C(=O)N3CCCC3)CC2)CC1,-6,8,-12,9,-10,3,-20,1.3,3,0.4,-28
NC(=O)c1ccc(-n2nnnc2SCc2ccccc2)cc1,-6,-7,6,-4,3,2,2,-0.1,5,-1.8,25
CN(C)S(=O)(=O)c1cccc(C(=O)Nc2cc3c(cc2C(=O)O)OCCCO3)c1,2,-1,-1,-19,-2,0,-9,0.0,3,-0.6,18
CCCc1nc2nc(C)c(NS(=O)(=O)c3ccc([N+](=O)[O-])cc3)c(=O)n2[nH]1,16,-2,42,-5,-7,2,7,-0.2,-5,0.0,1
COc1ccc(C2(C)NC(=O)N(CC(=O)Nc3ccc(C)cc3Br)C2=O)cc1OC (centres undefined),9,-1,5,-3,25,2,13,-0.1,10,1.0,9
Cn1c(=O)[nH]c(=O)c2c1nc(CN1CCN(c3ccccc3F)CC1)n2CC(N)=O,-4,15,-16,-16,-2,-4,15,-0.2,2,1.1,5
O=C(CCN1CCN(c2ccccc2)CC1)Nc1ccccc1,-34,-6,-3,-4,9,-5,4,-0.1,-3,1.3,1
COCCN(C(=O)CSc1nnc(-c2ccc(F)cc2)n1N)c1c(N)n(CC(C)C)c(=O)[nH]c1=O,28,7,-9,-2,2,.,14,-0.1,.,-3.1,19
CCNC(=S)SCCOc1ccccc1C,-2,0,-5,-6,-8,1,0,0.0,11,-1.4,-12
Cc1cc(NC(=O)C(=O)NCCN2CCN(C(=O)c3cccs3)CC2)ccc1Br,34,7,20,10,11,-1,-11,0.8,23,-0.6,2
NC(c1ccccc1)c1csc(Nc2ccccn2)n1 (centres undefined),-12,-2,-1,0,-53,.,14,0.0,.,0.3,-62
CN(C)c1nc(N)nc(-c2nc3ccccc3s2)n1,-17,-2,25,-87,-183,4,-16,-0.2,-14,-4.4,-224

Some of the entries so far, with values under each structure.
The line under a structure holds: Shn3 3UTR inh, KKLEB cytotox, TWEAK-Fn14 inh, NR2E3 ag-1, Peg3 promoter, NR2E3 ag-2, CF NFkB block, aDG glyco act, TRPM1 prom inh, hiPSC survival, HIF-2a block
COc1ccc(-c2cc(C(F)(F)F)c(C#N)c(SCC(=O)Nc3ccc(C)cc3)n2)cc1
→ 7, 1, -13, -13, -7, 2, 2, 0.3, 18, 4.4, -2
COc1cccc(N2CCN(C(=O)c3ccc(N4C(=O)NC5CC4(C)Oc4ccccc45)cc3)CC2)c1 (centres undefined)
→ 0, 0, 13, -19, 23, 0, 3, 0.4, -5, 2.2, 16
